KDM4E inh: qHTS Assay for Inhibitors of Human Jumonji Domain Containing 2E (JMJD2E); 230,000 tested, 1.6% active; Potency, µM (top dose mostly 57.1 µM), inactives show top-dose activity change, negative = inhibition, most hits filed as inhibitors; Lysine-specific demethylase 4E (Homo sapiens), B2RXH2; AID 2147, 2009; JMJD2E catalytic domain, FDH-coupled NADH fluorescence (FDH is formaldehyde dehydrogenase); active means well fitted inhibition curve with a large enough effect, not every such curve was filed as active; inconclusive means small, poorly fitted or top-dose-only effect, or another doubt; inactive means no such curve, though single readings can be large or run the other way;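 further: 0% = wells with enzyme and -100% = buffer wells without enzyme; nearly all actives have a fitted effect of over 50% in size; many of its hits are not listed in these tables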
RGS12 GoLoco inh: qHTS Assay for Inhibitors of RGS12 GoLoco Motif Activity (Red Fluorophore). Guanine nucleotide-binding protein G(i) subunit alpha-1 (Homo sapiens), P63096. Gai1:RGS12 GoLoco peptide FP, rhodamine, 10 min. Potency, µM (doses to about 61.6 µM), for inactives: at the highest dose activity, negative = inhibition, most hits filed as inhibitors. 230,000 tested, 0.44% active; active means well fitted inhibition curve with a large enough effect, not every such curve was filed as active; inactive means no such curve, though single readings can be large or run the other way; further: on the % scale 0 is the no-effect control and ±100 the full control effect; nearly all actives have a fitted effect of over 30% in size; many of its hits are not listed in these tables
TRb-SRC2 inh: qHTS for Inhibitors of the Interaction of Thyroid Hormone Receptor and Steroid Receptor Coregulator 2; Potency, µM (top dose mostly 106 µM), without a hit: at the top dose activity change, negative = inhibition, usual class: inhibitors; AID 1469, 2008; 280,000 tested, 0.065% active; TRbeta-SRC2 peptide binding, fluorescence polarization; receptor liganded with 1 µM T3; Thyroid hormone receptor beta (Homo sapiens), P10828;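 further: plate controls were bound peptide for no effect and peptide without receptor for full effect; nearly all actives have a fitted effect of over 50% in size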
Target sequence (P10828 whole entry, looked up): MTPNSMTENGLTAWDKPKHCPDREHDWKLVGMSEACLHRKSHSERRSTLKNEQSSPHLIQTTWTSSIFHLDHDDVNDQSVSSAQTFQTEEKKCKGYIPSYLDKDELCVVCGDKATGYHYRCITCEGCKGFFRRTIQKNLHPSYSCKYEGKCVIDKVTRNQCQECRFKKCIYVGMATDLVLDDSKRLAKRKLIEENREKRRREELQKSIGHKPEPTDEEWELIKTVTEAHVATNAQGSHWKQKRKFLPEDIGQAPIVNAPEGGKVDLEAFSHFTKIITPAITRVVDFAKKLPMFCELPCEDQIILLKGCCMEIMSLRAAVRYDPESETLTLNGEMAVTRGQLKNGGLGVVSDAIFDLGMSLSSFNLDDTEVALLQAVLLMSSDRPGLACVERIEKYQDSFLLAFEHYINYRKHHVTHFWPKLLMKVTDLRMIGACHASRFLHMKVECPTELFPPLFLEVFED
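Read-out is fluorescence polarization (555 nm excitation, 632 nm emission) of a Texas Red SRC2 coactivator peptide; loss of signal reflects blocked binding to human TRb ligand-binding domain in the presence of 1 uM T3.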
LMNA splice mod: qHTS Assay for Modulators of Lamin A Splicing; 200,000 tested, 0.01% active; AID 1487, 2009; Potency, µM (highest dose often 46.1 µM), inactives show at the highest dose ratio change, negative = inhibition, most hits filed as inhibitors; HeLa LMNA splicing GFP/RFP minigene ratio, 48 h; active means well fitted inhibition curve with a large enough effect in the signal ratio, with a control signal flat, not every such curve was filed as active; inconclusive means small, poorly fitted or top-dose-only effect, or effect the other way, or a change in a side signal; the % refers to the signal ratio; further: on the % scale 0 is the no-effect control and ±100 the full control effect
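Read-out is the ratio of GFP to DsRed2 object intensity, acquired by 488 nm laser-scanning cytometry on HeLa lamin A-EGFP minigene reporter cells. Compound incubation 48 hrs at 37 °C in Opti-MEM with 2% FBS; DMSO 0.5% final.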
TexasRed fluor: Total Fluorescence Counterscreen for Inhibitors of the Interaction of Thyroid Hormone Receptor and Steroid Receptor Coregulator 2. TRb/SRC2 Texas Red total fluorescence interference. Potency, µM (highest dose often 106 µM), without a hit: at the top dose fluorescence change, negative = quenching. 280,000 tested, 0.29% active; active means well fitted curve in either direction with a large enough effect; inconclusive means small, poorly fitted or top-dose-only effect; further: on the % scale 0 is the no-effect control and ±100 the full control effect
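Human TRβ ligand-binding domain (0.6 uM) and Texas Red SRC2 peptide (20 nM) in Tris buffer with 1 uM T3 and 5% DMSO were incubated with pinned compound for 5 hr at ambient temperature. Total fluorescence was computed as S + 2P (555/632 nm).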
RECQ1 inh: qHTS Assay for Inhibitors of RecQ-Like Dna Helicase 1 (RECQ1); Potency, µM (titrated, usually from 57.3 µM), for the others: top-dose activity, negative = inhibition, most hits filed as inhibitors; AID 2549, 2010; RECQ1 DNA unwinding, red fluorescence kinetic read; 240,000 tested, 0.54% active;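 further: plate controls were vehicle for no effect and no enzyme for full effect; nearly all actives have a fitted effect of over 30% in size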
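50 nM RECQ1T1 preincubated 15 min with compound in Tris pH 8.0 buffer with MgCl2, DTT, Tween-20 and 2.5 ug/ml poly(dI-dC); started with 200 nM TAMRA/BHQ-2 forked duplex and 2 mM ATP. Unwinding read as fluorescence (525/598 nm), two reads 2 h apart.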
SMN2 splice enh: qHTS Assay for Enhancers of SMN2 Splice Variant Expression; HEK293 SMN2-luciferase splicing reporter, luminescence, 30-36 h; Potency, µM (titrated, usually from 46.1 µM), inactives show at the top dose activity change, positive = activation, hits mostly activators; 210,000 tested, 2.8% active; AID 1458, 2008; further: % of control where 0% means no effect; nearly all actives have a fitted effect of over 55% in size
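HEK293 cells carry an SMN2 minigene-luciferase reporter in which exon 7 inclusion puts luciferase in frame. Cells were seeded at 2000 cells/well, attached for 10-12 hours, then exposed to compounds for 30-36 hours at 37C before ONE-Glo luminescence.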
ALDH1A1 inh: qHTS Assay for Inhibitors of Aldehyde Dehydrogenase 1 (ALDH1A1); Aldehyde dehydrogenase 1A1 (Homo sapiens), P00352; Purified ALDH1A1, NADH fluorescence, propionaldehyde substrate; Potency, µM (titrated, usually from 75.3 µM), for the others: top-dose activity, negative = inhibition, usual class: inhibitors; 220,000 tested, 7.3% active; active means well fitted inhibition curve with a large enough effect, not every such curve was filed as active; inconclusive means small, poorly fitted or top-dose-only effect, or another doubt; inactive means no such curve, though single readings can be large or run the other way;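 further: plate controls were no enzyme wells and a reference inhibitor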
Target sequence (P00352 whole entry, looked up): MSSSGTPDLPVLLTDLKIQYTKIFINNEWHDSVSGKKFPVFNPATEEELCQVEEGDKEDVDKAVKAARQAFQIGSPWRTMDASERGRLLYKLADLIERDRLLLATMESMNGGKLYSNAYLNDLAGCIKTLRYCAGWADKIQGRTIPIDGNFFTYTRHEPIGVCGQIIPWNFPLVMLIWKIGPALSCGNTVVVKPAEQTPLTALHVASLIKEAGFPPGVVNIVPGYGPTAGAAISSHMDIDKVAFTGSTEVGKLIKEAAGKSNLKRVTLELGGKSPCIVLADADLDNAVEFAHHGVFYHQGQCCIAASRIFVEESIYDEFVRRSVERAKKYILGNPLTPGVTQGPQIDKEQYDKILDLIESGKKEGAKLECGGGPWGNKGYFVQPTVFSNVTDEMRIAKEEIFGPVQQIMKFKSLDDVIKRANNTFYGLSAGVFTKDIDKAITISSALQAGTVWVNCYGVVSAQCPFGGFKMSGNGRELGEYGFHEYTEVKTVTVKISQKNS
An asterisk follows results filed as active; i = inactive; ? = inconclusive; . = no result given; & = joins results of further samples; [ ] = remark or other dose. Unless noted, the call rests on the fitted dose curve; in most records, active means well fitted curve in the direction sought with a large enough effect; inconclusive means small, poorly fitted or top-dose-only effect, or another doubt; inactive means no such curve, though single readings can be large; an effect the other way counts as inactive or inconclusive. Potency means the concentration at half of the fitted maximal effect. This is a subset, so the mix of outcomes need not match the whole.

SMILES	KDM4E inh	RGS12 GoLoco inh	TRb-SRC2 inh	LMNA splice mod	TexasRed fluor	RECQ1 inh	SMN2 splice enh	ALDH1A1 inh
COCCN(C(=O)c1ccccc1OC1CCN(S(C)(=O)=O)CC1)C(C)C	-1%	-4%	0%	-3%[46 µM]	-1%	-6%	.	9%
COc1ccc(OC)c(C(C)NC(=O)c2ccco2)c1 (stereo not drawn)	4%	10%	2%	-24%	1%	-5%	21%	7%
O=C(Nc1ccccc1SCC1CSc2nc3ccccc3c(=O)n21)c1ccccc1 (stereo not drawn)	-11%	0%	-5%	?	-2%	-14%	?	-3%
COc1ccccc1N=C1SC(C(=O)Nc2cccc(Cl)c2Cl)C(N)=C1C(N)=O (stereo not drawn)	-6%	0%	0%	.	-3%	8%	.	.
CC(C)NS(=O)(=O)c1ccc(CCC(=O)NCc2ccco2)cc1	1%	4%	1%	7%	0%	-3%	.	?
COc1cccc(Cn2c(=O)c(-c3cccs3)nc3cnc(Nc4cccc(OC)c4)nc32)c1	.	13%	.	.	.	-2%	1%	0%
Cc1cnc(C(=O)OCC(=O)NCc2ccc3c(c2)OCO3)cn1	6%	10%	0%	4%[46 µM]	-1%	0%	-1%	1%
COc1ccc(C)cc1S(=O)(=O)N1CCN(Cc2ccccc2)CC1	-4%	-1%	3%	-11%	0%	9%	-9%	?
O=[N+]([O-])c1cccc(-c2nc(N3CCOCC3)c3ccccc3n2)c1	5%	11%	-5%	.	-1%	i	-9%	7.9µM*
Cc1cc(C(=O)Nc2cccc3ccccc23)n(-c2ccccc2)n1	-22%	4%	-7%	.	0%	-9%	-14%	5%
O=C(O)CN=C(NS(=O)(=O)c1ccccc1)c1ccccc1	?	-10%	-9%	-8%	-5%	5%	?	-2%
O=P1(O)Oc2c(-c3ccccc3)cc3ccccc3c2-c2c(c(-c3ccccc3)cc3ccccc23)O1	?	4%	8%	.	0%	i	-1%	-3%
O=C(COC(=O)c1cnc(Cl)c(Cl)c1)NCc1ccc2c(c1)OCO2	11%	5%	1%	-11%	1%	-1%	-5%	2.2µM*
CC1CC(O)(Cc2ccccc2)C(C)CN1C (stereo not drawn)	-4%	-4%	2%	?	-1%	-1%	8%	13%
CCNC(=S)N/N=C/c1ccc(OCCOc2ccccc2C)cc1	0%	5%	-13%	-8%	0%	-9%	12%	9%
COC(=O)[C@@H](NC(=O)NCc1ccccc1Cl)C(C)C	0%	0%	-2%	-13%	1%	-3%	0%	?
CC[n+]1c(/C=C/Nc2ccccc2)sc2ccccc21	-3%	222%[activator]	?	?	45µM*[fluorescent]	9%	-20%	-3%
NNC(=O)CSc1nnnn1-c1ccccc1	2%	-5%	7%	.	-3%	-10%	.	.
O=S1(=O)CCC(n2ncc3c2/C(=C/c2ccccc2)CC3)C1 (stereo not drawn)	-6%	9%	1%	-5%[46 µM]	-4%	-5%	-13%	-7%
O=C(c1ccc(F)cc1)N1CCN(C(=O)c2ccc([N+](=O)[O-])cc2)CC1	-1%	11%	1%	.	-2%	-7%	.	6%
N=C1C(c2nc3ccccc3[nH]2)=C(O)CN1c1ccc(CC(=O)O)cc1	-6%	121%[activator]	-6%	9%	-7%	-24%	-11%	24µM*
COc1cc(-c2nnc(SCC3(c4ccccc4)OCCO3)o2)cc(OC)c1OC	?	5%	-20%	-9%	-1%	-6%	-27%	?
Nc1ccc(CSc2ccc(Cl)cc2)cc1	-2%	5%	8%	16%[46 µM]	0%	i	26%	?
Cc1csc2c(SCC(=O)NNC(=O)C(Cl)Cl)ncnc12	13%	10%	-1%	6%[46 µM]	-5%	11%	.	28µM*
Cc1oc(C(=O)O)cc1COc1ccc2c3c(c(=O)oc2c1C)CCCC3	?	2%	-4%	0%	-4%	i	5%	?
CC(C)N(Cc1nc(-c2ccc(Cl)cc2)no1)C(=O)CCCN1C(=O)c2ccccc2C1=O	2%	7%	1%	-2%	0%	-14%	-20%	-11%
Cc1ccc(CNC(=O)CCCn2c(=O)c3ccccc3n(CC(=O)NC3CCCC3)c2=O)cc1	3%	2%	4%	-12%	-1%	1%	1%	3%
CCOC(=O)CC(=O)CSc1nc2c(C)c(C)ccc2cc1C	-1%	2%	4%	1%	0%	-17%	-8%	?
CN(C)/C=C1\N=C(c2ccc(Cl)cc2Cl)OC1=O	-2%	15%	3%	5%	1%	-3%	-32%[inhibitor]	13%
O=C(CCC(=O)OCC(=O)c1ccc(Br)cc1)Nc1ccc(Br)c2cccnc12	7%	-5%	9%	2%	0%	-8%	-9%	3%
COC(=O)C1=C(N)Oc2cc(C)n(Cc3ccco3)c(=O)c2C1c1cccc(Cl)c1 (stereo not drawn)	10%	5%	-11%	5%	1%	i	15%	2%
CC(C)C[C@H](NC(=O)Nc1ccc(S(N)(=O)=O)cc1)C(=O)O	-10%	1%	-10%	?	-7%	i	-6%	?
O=C1CSC(c2cn(-c3ccccc3)nc2-c2ccc3c(c2)OCCO3)N1CCN1CCOCC1 (stereo not drawn)	10%	-17%	-6%	0%	-1%	9%	1%	?
COc1ccc(NC(=O)Nc2cnccn2)cc1	?	-2%	8%	.	-1%	-3%	.	.
Cc1c(C=NCCOCc2ccccc2)cnn1C	4%	-12%	-15%	12%	0%	3%	-4%	6%
Cc1nc2ccccn2c1C(=O)NCc1cccnc1	-9%	-3%	3%	7%	-1%	-1%	-8%	2%
CCOC(=O)c1[nH]c2ccc(OC)cc2c1NC(=S)N1CCN(c2ccc(F)cc2)CC1	1%	12%	-1%	0%	1%	0%	-13%	13%
Cc1ccccc1-c1nc(-c2ccc(NC(=O)c3ccc(Br)o3)cc2)no1	?	8%	-1%	-9%	-2%	-4%	3%	?
Cc1nnc(OCc2nc3ccccc3n2C)c2ccccc12	0%	4%	-16%	-9%	3%	i	?	6%
Cc1ccc(-c2nnn(CC(=O)NCC3CC3)n2)o1	1%	7%	0%	3%	-3%	-6%	0%	3%
CCNS(=O)(=O)c1ccc(OC)c(C(=O)NC2CCCCC2)c1	-10%	-3%	-1%	.	-3%	i	1%	-2%
N#CCCSc1ncnc2c1oc1ccccc12	-7%	-2%	0%	2%	6%	-5%	-11%	?
COc1cccc(CN2CCN(C3CSCCSC3)CC2CCO)c1 (stereo not drawn)	-3%	13%	1%	.	-6%	i	.	?
COc1ccc(C(c2nnnn2CS(=O)(=O)c2ccc(C)cc2)N2CCN(c3ncccn3)CC2)cc1 (stereo not drawn)	-7%	8%	-7%	-11%	1%	-11%	-10%	-6%
O=C(NCCCCCCNC(=O)ON=C1CCCCC1)ON=C1CCCCC1	.	-2%&2%	1%&-6%&-3%	.	4%&-1%&-2%	-15%&-4%&-4%	-15%	-11%&-7%
Cc1cccc(Cc2cnc(NC(=O)C3=NCCN3)s2)c1	-4%	-3%	10%	.	-1%	-5%	18%	6%
CC(=O)Nc1ccc(NS(=O)(=O)c2cccc3ccccc23)cc1	0%	10%	-1%	-9%	-5%	i	-5%	-6%
COc1ccc(C(=O)NNC2=CC(=O)CC(C)(C)C2)cc1OC	-3%	2%	6%	3%	3%	3%	5%	-3%

A different layout for three compounds above.
Results follow in this order: KDM4E inh | RGS12 GoLoco inh | TRb-SRC2 inh | LMNA splice mod | TexasRed fluor | RECQ1 inh | SMN2 splice enh | ALDH1A1 inh
- COc1cccc(CN2CCN(C3CSCCSC3)CC2CCO)c1 (stereo not drawn)
  -3% | 13% | 1% | . | -6% | i | . | ?
- COc1ccc(C(=O)NNC2=CC(=O)CC(C)(C)C2)cc1OC
  -3% | 2% | 6% | 3% | 3% | 3% | 5% | -3%
- CC(=O)Nc1ccc(NS(=O)(=O)c2cccc3ccccc23)cc1
  0% | 10% | -1% | -9% | -5% | i | -5% | -6%

(listing goes on)
SMILES	KDM4E inh	RGS12 GoLoco inh	TRb-SRC2 inh	LMNA splice mod	TexasRed fluor	RECQ1 inh	SMN2 splice enh	ALDH1A1 inh
CN(C)S(=O)(=O)c1ccc(C(=O)NCC2(N3CCCCC3)CCCCC2)cc1	-10%	1%	6%	.	1%	-1%	5%	-10%
CCCC/C(O)=C1\C(=O)CC(C)(C)CC1=Nc1ccc(N)cc1	3%	-2%	-2%	.	-1%	i	-6%	-5%
CN(Cc1nc(-c2ccccc2)no1)C1CCOCC1	1%	4%	3%	.	0%	-9%	.	.
COc1cccc(NC(=O)COC(=O)Cc2ccc(Cl)cc2)c1	3%	2%	-9%	.	-3%	-3%	-4%	-14%
CC(=O)c1c(NCc2ccccc2)nc(=O)n(-c2ccccc2)c1C	-4%	-9%	-11%	6%	-1%	i	-13%	14µM*
CCC(Sc1nc2cc3c(cc2c(=O)n1Cc1ccco1)OCO3)C(=O)Nc1ccccc1OC (stereo not drawn)	6%	2%	-8%	15%	0%	-2%	-43%[inhibitor]	1.1µM*
CN(C(=O)COC(=O)c1ccc2c(c1)OCCO2)c1ccccc1	-17%	1%	-4%	.	-5%	-3%	12%	-6%
Cc1cc(C)c(NC(=O)Cn2cnc3c(oc4ccccc43)c2=O)c(C)c1	-1%	8%	3%&3%	?	1%&8%	-2%	.	1%
CCOC(=O)c1cnn(-c2cccc(Cl)c2)c1N	0%	2%	3%	-6%	-1%	10%	7%	1%
Cc1cc(NC(=O)c2ccccc2F)on1	2%	-1%	-8%	-3%	-1%	-2%	?	?

Screening data deposited in PubChem BioAssay by National Center for Advancing Translational Sciences (NCATS).
